High-throughput results: PubChem BioAssay, several laboratories
TNAP inh hiacc = inhibitors of human TNAP at high phosphate acceptor concentration | purified TNAP, CDP-star luminescence, 1 M DEA | P05186 | AID 1135 | inhibition, % at 20 µM | hit rate 0.03% among 200,000;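 active = over 50% inhibition of tissue-nonspecific alkaline phosphatase at 20 µM in the single-dose screen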;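 note: plate controls were DMSO wells for no effect and EDTA-quenched wells as full inhibition for full effect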
TNAP act hiacc = activators of human TNAP at high phosphate acceptor concentration | P05186 | purified TNAP, CDP-star luminescence, 1 M DEA, 30 min; active compounds read high; 0 = EDTA background, 1 = DMSO-only activity | activation factor at 20 µM | 200,000 tested, under 10 active | AID 1136;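 active = activation factor at least 2 at 20 µM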
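Test system – human TNAP · Doses – 20 µM single point · Incubation – 30 min, room temperature · Signal – luminescent substrate turnover signal · Read-out basis – activation factor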
Efa HMGR inh = inhibitors of class II HMG-CoA reductase from Enterococcus faecalis; purified E. faecalis HMGR, NADPH absorbance 340 nm kinetic; inhibition, % at 10 µM; hit rate 0.41% among 190,000; AID 1066;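 active = inhibition above a set limit, the median over all tested compounds plus 3 SD, cut at about 9.5% in these data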;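 note: enzyme runs in reverse so mevalonate oxidation gives rising NADPH absorbance; 0% = complete reaction with DMSO and 100% = background rate lacking mevalonate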
TNAP inh no acc = TNAP (human) inhibition, acceptor-free conditions; P05186; purified TNAP, CDP-star luminescence, 30 min; inhibition, % at 20 µM; hit rate 0.26% among 200,000;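 active = tissue-nonspecific alkaline phosphatase inhibition above about 50% at 20 µM in the single-dose screen, limit read from the data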;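 note: 0% = DMSO negative control and 100% = EDTA positive control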
FLuc act counter = firefly luciferase counter-screen for stimulation assays; ATPlite luciferase biochemical, luminescence, 10 min; 0 = ATP-free wells, 1 = DMSO control; 200,000 tested, under 10 active; activation factor at 10 µM; AID 1027;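 active = luciferase activation factor, scaled between plate controls, of at least 2 with compound at 10 µM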
Target sequence (P08659 whole entry, looked up): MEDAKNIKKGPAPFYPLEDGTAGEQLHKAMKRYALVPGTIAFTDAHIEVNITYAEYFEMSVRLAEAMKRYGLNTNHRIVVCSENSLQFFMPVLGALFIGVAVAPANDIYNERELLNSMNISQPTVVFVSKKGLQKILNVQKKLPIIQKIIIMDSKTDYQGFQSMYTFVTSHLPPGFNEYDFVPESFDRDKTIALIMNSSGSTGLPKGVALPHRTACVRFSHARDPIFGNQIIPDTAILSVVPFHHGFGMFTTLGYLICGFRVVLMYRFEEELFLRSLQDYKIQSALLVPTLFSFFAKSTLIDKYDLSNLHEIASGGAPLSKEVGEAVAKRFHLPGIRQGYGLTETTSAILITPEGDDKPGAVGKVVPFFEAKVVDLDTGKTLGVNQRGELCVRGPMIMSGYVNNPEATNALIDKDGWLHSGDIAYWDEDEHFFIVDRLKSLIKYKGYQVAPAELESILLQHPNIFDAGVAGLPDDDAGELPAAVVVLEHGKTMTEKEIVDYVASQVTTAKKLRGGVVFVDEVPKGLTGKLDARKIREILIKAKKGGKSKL
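Material: Luciferase/luciferin reagent mix | Doses: Test compounds dosed from 2 mM stocks in 100% DMSO | Timing: 10 min incubation after luciferase reagent addition, room temperature | Measured by: Luminescence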
G6PDH counter = counter-screen for G6PDH assay hits: L. mesenteroides G6PDH inhibition. AID 1020. hit rate 0.12% among 200,000. inhibition, % at 5 µM. Purified L. mesenteroides G6PDH, diaphorase/resazurin coupled fluorescence, 45 min; in the data active = inhibition above about 50%
Diaphorase act = diaphorase activation or chemical reduction counter-screen; Diaphorase/resazurin coupled assay, resorufin fluorescence, 16 min; active compounds read high; 1 = vehicle wells, 0 = NADH-free wells; activation factor at 20 µM; hit rate 0.005% among 190,000; AID 1229;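 active = diaphorase activity raised at least twofold by the compound at 20 µM; inactive = activation factor below 2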
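Test system: Clostridium kluyveri diaphorase, purified enzyme; input: enzyme 0.07 U/mL final; buffer or medium: 50 mM HEPES pH 7.4 with 4.542 mM MgCl2, 0.005% Tween 20; also added: 0.114 mM NADH and 0.1 mM resazurin, final amounts; schedule: 16 min enzyme reaction, ambient temperature; technique: fluorescence of resorufin, 544 nm excitation, 590 nm emission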
PMI act = activators of human phosphomannose isomerase; P34949; purified human PMI, coupled resazurin fluorescence, 20 min; active compounds read high; 1 = vehicle control, 0 substrate-free wells; activation factor at 20 µM; hit rate 0.005% among 190,000; AID 1214;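 active = activation factor of 2 or more at 20 µM, relative to plate controls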
Target sequence (P34949 whole entry, looked up): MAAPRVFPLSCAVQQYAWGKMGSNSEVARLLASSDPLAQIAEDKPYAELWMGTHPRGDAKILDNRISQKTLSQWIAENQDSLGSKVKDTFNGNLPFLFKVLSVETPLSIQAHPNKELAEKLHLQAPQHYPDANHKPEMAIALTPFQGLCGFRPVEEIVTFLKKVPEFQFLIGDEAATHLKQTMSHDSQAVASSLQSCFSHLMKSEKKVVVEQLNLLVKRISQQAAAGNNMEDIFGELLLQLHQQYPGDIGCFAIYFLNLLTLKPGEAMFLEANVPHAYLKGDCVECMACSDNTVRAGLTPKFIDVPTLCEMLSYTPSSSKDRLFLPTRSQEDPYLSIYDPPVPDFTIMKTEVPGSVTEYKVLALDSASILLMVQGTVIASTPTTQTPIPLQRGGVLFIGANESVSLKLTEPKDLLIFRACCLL
PMI act satM6P = activators of human phosphomannose isomerase at near-saturating mannose 6-phosphate; hit rate 0.34% among 190,000; activation factor at 20 µM; coupled PMI enzyme assay, resazurin fluorescence, 20 min; active compounds read high; 1 = untreated enzyme, 0 = substrate-free blank;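 active = activation factor of 2 or more at 20 µM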
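assay system = human phosphomannose isomerase with PGI, G6PDH, diaphorase coupling enzymes | quantity = 15 ng/mL PMI | incubation = enzyme reaction with compound 20 min at room temperature | medium = HEPES pH 7.4 buffer with MgCl2 and Tween-20 | compound dosing = one concentration, 20 µM, in 1% DMSO | measured by = Diaphorase-driven resazurin-to-resorufin fluorescence, excitation 544, emission 590 nm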
Diaph inh CS = inhibits diaphorase or chemically oxidizes, flagging diaphorase assay artifacts; diaphorase resazurin-to-resorufin fluorescence, NADH, 16 min; bacterial (C. kluyveri) enzyme, not human; inhibition, % at 20 µM; hit rate 0.69% among 190,000;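 active = primary screen inhibition at 20 µM above a set limit, cut at about 50% in these data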;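 note: plate controls were DMSO with full reaction for no effect and wells lacking NADH for full effect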
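System: Diaphorase enzyme from Clostridium kluyveri | Amount: Enzyme working solution with 0.14 U/mL diaphorase | Benchmarks: No-NADH positive control and DMSO neutral control | Signal: Fluorescence of resorufin formed from resazurin, Ex 544/Em 590 nm | Schedule: 16-min room-temperature incubation before reading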
* marks the source's active call; other numbers are inactive results. Compounds were not picked by outcome; 1.7% or so of the library scored in one or more.

SMILES | TNAP inh hiacc | TNAP act hiacc | Efa HMGR inh | TNAP inh no acc | FLuc act counter | G6PDH counter | Diaphorase act | PMI act | PMI act satM6P | Diaph inh CS
Cc1ccccc1-n1c(=O)/c(=C\c2ccco2)s/c1=C(/C#N)C(=O)Nc1ccccc1 | 12 | 0.9 | -4 | -5 | 1 | 4 | 0.7 | 1.4 | 1.2 | 31
CC(=O)c1cnc2cc(-c3ccc(C)cc3)nn2c1C | -4 | 1 | 1 | -8 | 0.5 | 11 | 0.8 | 0.9 | 0.9 | 16
O=C(CCn1nc(-c2ccc(Cl)cc2)c2ccccc2c1=O)NCCN1CCOCC1 | -4 | 1 | -7 | -11 | 1 | 3 | 0.9 | 1 | 1.1 | 12
COc1ccc(NC(=O)C2CC(=O)n3ncnc3N2)cc1 (configuration not stated) | 0 | 1 | -3 | -8 | 1 | 3 | 0.8 | 1.1 | 1 | 16
O=c1[nH]c(NCCO)nc2c1C1(CCCC1)Cc1ccccc1-2 | -1 | 1 | 4 | 8 | 1.1 | 5 | 0.8 | 1 | 0.9 | 17
O=[N+]([O-])c1cc(S(=O)(=O)N2CCCC2)ccc1NCCCN1CCOCC1 | 6 | 0.9 | -1 | -1 | 1 | 4 | 1.1 | 1 | 1.1 | -7
COc1cc(C(=O)Nc2nc(C)c(Cc3ccc4c(c3)OCO4)s2)cc(OC)c1OC | -6 | 1.1 | 1 | -6 | 1 | 4 | 0.8 | 0.7 | 0.8 | 16
CCOC(=O)CCN(Cc1cccs1)S(=O)(=O)c1ccc(Cl)cc1 | 1 | 1 | 1 | -14 | 1.1 | 4 | 0.8 | 0.9 | 1 | 19
CCOC(=O)c1c(C)oc2cc(Br)c(OC)cc12 | -8 | 1.1 | -4 | -9 | 1 | 1 | 0.8 | 1 | 1 | 18
Cc1c(C(=O)O)oc2c1/C(=N\O)CC(C)(C)C2 | -2 | 1 | -2 | -6 | 1 | 1 | 1 | 1.2 | 1.1 | -4
Cc1cc(N)c2ccccc2n1 | -3 | 1 | -5 | -8 | 1.1 | -4 | 1 | 1 | 0.9 | -1
NC(=O)C1CCC(NC(=O)OCc2ccccc2)CC1 (configuration not stated) | -5 | 1 | -5 | -8 | 1.1 | 0 | 0.9 | 1 | 1 | 12
CC(=O)C12C3C4C(C5C1C3C5(Br)C41OCCO1)C21OCCO1 (configuration not stated) | -4 | 1 | -3 | -6 | 1 | 10 | 0.9 | 0.9 | 0.9 | 11
COC(=O)c1cc(NC(=O)c2c(F)c(F)c(F)c(F)c2F)cc(C(=O)OC)c1 | -6 | 1.1 | 1 | -5 | 1 | -4 | 0.7 | 0.9 | 0.8 | 27
CC(C)(C)c1ccc(S(=O)(=O)NCc2ccc(C(=O)N3CCCC3)cc2)cc1 | -5 | 1 | -7 | -7 | 1 | 12 | 0.9 | 1 | 0.9 | 9
CCCOc1cccc(C2/C(=C(/O)c3ccc(F)cc3)C(=O)C(=O)N2CCN(C)C)c1 (configuration not stated) | -8 | 1.1 | -1 | -11 | 1.1 | 10 | 0.7 | 1.1 | 1 | 26
O=C(CNc1ccccc1)N/N=C/c1cc([N+](=O)[O-])ccc1N1CCCC1 | 7 | 0.9 | 5 | 4 | 1 | 1 | 0.7 | 1 | 1 | 25
CCCCNC(=O)COC(=O)c1ccc(Cl)c(S(=O)(=O)N2CCCC2)c1 | -6 | 1.1 | 1 | -9 | 1 | 2 | 1 | 1 | 1 | 4
O=C(COC(=O)Cc1ccsc1)Nc1ccc(S(=O)(=O)N2CCOCC2)cc1 | -1 | 1 | -7 | -21 | 1 | -10 | 0.8 | 0.9 | 0.9 | 18
CCOC(=O)C1CCN(Cc2ccc(N(C)C)cc2)CC1 | -1 | 1 | -6 | -10 | 1 | 9 | 0.8 | 0.9 | 0.9 | 16
O=C(CSc1ccc(Cl)cc1)Nn1cnnc1 | -4 | 1 | -6 | -11 | 1.1 | 0 | 0.9 | 1.1 | 1 | 13
O=C(Cn1nnc(-c2cc(Cl)ccc2-n2cnnn2)n1)N1CCCc2ccccc21 | -2 | 1 | -2 | -10 | 1 | -8 | 0.9 | 0.9 | 0.9 | 13
O=C(Nc1ccc2c(c1)OCCO2)NC1(C(F)(F)F)Oc2ccccc2O1 | 4 | 1 | 5 | -10 | 1 | 5 | 0.6 | 0.6 | 0.5 | 41
Cc1ccc2nc(N/N=C/c3ccccc3C#N)nc(-c3ccccc3)c2c1 | -4 | 1 | -6 | -4 | 1 | 6 | 1 | 1 | 1 | 1
Cc1ccc(NC(=O)NCc2ccncc2)cc1Cl | -4 | 1 | 0 | -9 | 1.1 | 4 | 0.8 | 1 | 1 | 16

In the list so far, these contain two or more sulfur atoms:
SMILES | TNAP inh hiacc | TNAP act hiacc | Efa HMGR inh | TNAP inh no acc | FLuc act counter | G6PDH counter | Diaphorase act | PMI act | PMI act satM6P | Diaph inh CS
CCOC(=O)CCN(Cc1cccs1)S(=O)(=O)c1ccc(Cl)cc1 | 1 | 1 | 1 | -14 | 1.1 | 4 | 0.8 | 0.9 | 1 | 19
O=C(COC(=O)Cc1ccsc1)Nc1ccc(S(=O)(=O)N2CCOCC2)cc1 | -1 | 1 | -7 | -21 | 1 | -10 | 0.8 | 0.9 | 0.9 | 18

Further entries follow:
SMILES | TNAP inh hiacc | TNAP act hiacc | Efa HMGR inh | TNAP inh no acc | FLuc act counter | G6PDH counter | Diaphorase act | PMI act | PMI act satM6P | Diaph inh CS
O/N=C1\CCCc2ccc(Cl)cc21 | 1 | 1 | 7 | -4 | 1.1 | 8 | 0.8 | 0.9 | 0.8 | 20
Cn1nc([N+](=O)[O-])c(C(C#N)c2ccccn2)c(Cl)c1=O (configuration not stated) | 21 | 0.8 | -6 | 27 | 1 | 6 | 0.7 | 0.9 | 0.7 | 31
CCCCn1c(=S)[nH]c2ccc(N3CCOCC3)cc2c1=O | -3 | 1 | 4 | -14 | 1 | 3 | 0.8 | 1.1 | 1 | 22
O=C(CN1CCN(C(=O)c2cccc(F)c2)CC1)NC1CCCCC1 | -1 | 1 | 4 | -12 | 1.1 | -2 | 1 | 1 | 1.1 | 4
Cn1c(SCC(=O)Nc2nc3ccccc3s2)nnc1-c1ccccc1 | 22 | 0.8 | -2 | 11 | 1 | 6 | 0.9 | 1 | 1 | 8
COc1ccc(C(CNC(=O)c2ccc(-n3cnnn3)cc2)N2CCOCC2)cc1 (configuration not stated) | -9 | 1.1 | -6 | -2 | 1.1 | 0 | 1 | 1.1 | 1.1 | 5
Cc1cc2ccccc2c(=O)n1CC(=O)Nc1ccc2c(c1)OCCO2 | -9 | 1.1 | 1 | -14 | 1 | 4 | 0.8 | 1.1 | 1 | 15
Cn1ncc(-c2ccno2)c1C(=O)O | 0 | 1 | 2 | -2 | 1.1 | 8 | 1 | 1.3 | 1.2 | 4
CCn1cc(C(=O)NCCCOC)c(=O)c2cc(S(=O)(=O)N(C)C)ccc21 | 3 | 1 | -1 | -2 | 1 | 2 | 0.8 | 1 | 0.9 | 19
O=C(O)CCCn1cc(NC(=O)c2ccc(Br)o2)cn1 | -2 | 1 | 1 | -9 | 1 | 3 | 1 | 1 | 0.9 | 0
CCOC(=O)c1c(-c2ccc(C)o2)csc1NC(=O)COC(=O)c1cccs1 | -2 | 1 | -1 | -6 | 1 | 2 | 0.8 | 0.9 | 0.8 | 23
O=C(CSc1nnc(SCc2ccc(Cl)cc2)s1)N/N=C/c1ccccc1Cl | -2 | 1 | 0 | -8 | 0.9 | -22 | 0.9 | 0.9 | 1 | 13
O=C(C(=O)N1CCN(c2ccccc2)CC1)c1c[nH]c2ccccc12 | -1 | 1 | -6 | -2 | 1.1 | -3 | 1 | 1 | 1 | 1
O=C1N/C(=N/O)S/C1=C\c1ccccc1-n1cccn1 | -1 | 1 | -4 | -12 | 1 | 0 | 0.7 | 1 | 0.9 | 28
Cc1cc(O)c(C(C[N+](=O)[O-])c2ccc(Cl)cc2Cl)c(=O)o1 (configuration not stated) | -4 | 1 | 3 | 2 | 1.1 | 2 | 1 | 1 | 1.1 | 4
COc1cccc(OCCSc2nc3ccccc3c(=O)[nH]2)c1 | 6 | 0.9 | -1 | 2 | 0.9 | -8 | 1.1 | 1.2 | 1.1 | -8
Cc1nn(Cc2ccc(C(=O)Nc3nccs3)cc2)c(C)c1Cl | -7 | 1.1 | 0 | -9 | 1 | 0 | 0.8 | 0.9 | 0.9 | 15
Cn1c(=O)c2c(nc(SCC(=O)N3CCc4ccccc4C3)n2C)n(C)c1=O | -8 | 1.1 | -2 | -17 | 1 | 15 | 0.8 | 0.9 | 0.9 | 18
Cc1ccc(-c2nc(C)sc2CC(=O)OCC(=O)Nc2cccc([N+](=O)[O-])c2)cc1 | -5 | 1 | -4 | 2 | 1.2 | -13 | 0.9 | 0.9 | 1.1 | 12
Cc1noc(NC(=O)c2cccc(Cl)c2Cl)c1C#N | -4 | 1 | 5 | 0 | 1.1 | 9 | 1 | 1.1 | 1 | 0
CCOC(=O)C(C(=O)OCC)N(C#N)c1nc(SC)nc(N(C)C)n1 | -3 | 1 | 0 | -10 | 1.1 | 4 | 0.9 | 0.9 | 0.9 | 15
Cc1ccc2nsnc2c1N(S(C)(=O)=O)S(C)(=O)=O | 1 | 1 | -3 | -7 | 1 | 4 | 0.8 | 0.8 | 0.8 | 22
NC(=O)COc1ccc2oc(-c3ccccc3)cc(=O)c2c1 | -2 | 1 | 3 | -8 | 0.4 | -2 | 0.9 | 1 | 1.1 | 13
Cc1nnc2sc(-c3ccccn3)nn12 | -6 | 1.1 | -4 | -10 | 1 | 2 | 0.9 | 0.9 | 1 | 10
COc1cc(NC(=S)NC(=O)CC(C)C)ccc1NC(=O)c1cc2ccccc2o1 | -1 | 1 | -2 | -4 | 1.1 | -25 | 1 | 1.1 | 1 | 2
CCCCN(C)CCC(=O)Nc1ccc2c(c1)CCC2 | -7 | 1.1 | 0 | -11 | 1 | 4 | 0.9 | 1 | 1 | 13
CCOC(=O)C1(CCOC)CCN(Cc2cnc(-c3cccc(C)c3)nc2)CC1 | -3 | 1 | -4 | -4 | 1 | 12 | 0.7 | 1 | 1 | 29
Nn1c(-c2ccccc2)nc2ccccc2c1=O | -1 | 1 | -3 | -3 | 1 | 6 | 1 | 1.1 | 1 | 3
COc1ccc(N(CC(=O)NCc2cccnc2)S(=O)(=O)c2c(C)nn(C)c2C)cc1 | -10 | 1.1 | -4 | -4 | 1.1 | 9 | 0.8 | 0.9 | 1 | 20
